CAL PDZ FP-1: CAL PDZ (human) peptide binding inhibition | Q9HD26 | purified CAL PDZ, TMR-peptide fluorescence polarization, 1 h | inhibition, % at 24.9 µM | hit rate 0.92% among 300,000 | AID 602252;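 active means mean inhibition of at least 30% with at least half of replicates also reaching 30%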;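 further: 0% = DMSO neutral control and 100% = excess unlabeled competitor peptide PRC23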
RTF Ca sens inh: cardiac RTF calcium desensitization | P19429+P45379 | IANBD-labeled cardiac RTF, Ca2+ fluorescence | inhibition, % at 7.15 µM | hit rate 0.12% among 340,000 | AID 493244;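 active means inhibition above the mean inhibition of all tested compounds plus 3 SD, cut at about 17% in these data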;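 further: assay run at fixed EC70 calcium of 1.6 mM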
SR-BI DiI-HDL act: activators of SR-BI mediated HDL lipid uptake. activation, % at 12.5 µM. CHO ldlA[mSR-BI] cells, DiI-HDL uptake fluorescence, 3 h; 100 = double the neutral-control signal. hit rate 0.096% among 320,000;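 active means mean replicate activation of at least 60% and every replicate at or above 60%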;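 further: 0% = median plate neutral-control signal and 100% = twice that signal; values of inactives mirror those of a sister screen read the other way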
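System: LDL receptor-deficient CHO ldlA cells overexpressing murine SR-BI | Timing: 3 h uptake period with compound, 37 °C | Medium: HEPES-buffered (25 mM, pH 7.4) F12 plus 0.5% BSA | Dosing: Single-point compound dose | Signal: Bottom-read fluorescence, 550/595 nm | Read-out: Retained DiI signal reflecting DiI-HDL uptake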
Rtt109 HAT inh: blocks Candida albicans Rtt109/Vps75 acetyltransferase activity. Q5AAJ8. purified Rtt109/Vps75, ThioGlo CoA-SH fluorescence, 4 h. inhibition, % at 34.9 µM. hit rate 0.16% among 330,000. AID 540336;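 active means inhibition of at least 50% in every replicate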
RTF Ca sens act: increases calcium sensitivity of human cardiac regulated thin filaments. hit rate 0.24% among 340,000. AID 493008. activation, % at 7.2 µM. IANBD-labeled TnC RTF fluorescence at EC20 calcium; 0% EC20 calcium, 100% full calcium. P19429+P45379;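 active means activation above the mean over all tested compounds plus 3 SD, cut at about 30% in these data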;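 further: rise in fluorescence read as greater calcium sensitivity of cardiac thin filaments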
DAGLB inhibitor: blocks human DAGLB lipase activity; Q8NCG7; HEK293T DAGLB membrane lysate, EnzChek fluorogenic substrate; inhibition, % at 5.17 µM; hit rate 0.059% among 340,000; AID 504411; in the data active means inhibition above about 34%;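 further: 0% = enzyme with vehicle and 100% = wells lacking enzyme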
Keap1-Nrf2 PPI: Keap1-Nrf2 (human) interaction inhibition; AID 504523; hit rate 0.15% among 340,000; Q14145; Keap1 Kelch-Nrf2 peptide fluorescence polarization, 1536-well; inhibition, % at 9.4 µM; in the data active means inhibition above about 12%;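 further: human Keap1 Kelch domain with fluorescein labeled Nrf2 9mer peptide probe; 0% = neutral control wells and 100% = peptide positive control; higher means more block of Keap1 binding to Nrf2 peptide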
Target sequence (Q14145 whole entry, looked up, the tested form may be a part): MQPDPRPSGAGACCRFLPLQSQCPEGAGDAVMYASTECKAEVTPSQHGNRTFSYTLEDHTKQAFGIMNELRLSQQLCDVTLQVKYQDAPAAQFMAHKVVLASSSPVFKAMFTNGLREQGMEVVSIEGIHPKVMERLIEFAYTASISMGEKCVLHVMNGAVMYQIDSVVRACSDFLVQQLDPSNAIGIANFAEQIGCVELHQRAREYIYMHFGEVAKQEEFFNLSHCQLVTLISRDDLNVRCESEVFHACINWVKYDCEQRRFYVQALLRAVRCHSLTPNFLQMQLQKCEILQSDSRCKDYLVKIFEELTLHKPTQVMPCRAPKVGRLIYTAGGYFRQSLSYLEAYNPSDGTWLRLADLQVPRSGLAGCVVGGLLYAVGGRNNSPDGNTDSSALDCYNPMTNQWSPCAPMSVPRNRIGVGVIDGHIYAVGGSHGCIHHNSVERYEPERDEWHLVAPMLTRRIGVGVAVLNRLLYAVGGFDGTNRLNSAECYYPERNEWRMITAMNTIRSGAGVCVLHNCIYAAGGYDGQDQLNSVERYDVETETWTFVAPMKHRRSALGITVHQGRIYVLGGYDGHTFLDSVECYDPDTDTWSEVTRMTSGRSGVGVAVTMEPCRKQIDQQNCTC
PKA-R2B activ: activates the human PKA-R2B holoenzyme complex. P22694+P31323. AID 504700. PKA-R2B holoenzyme dissociation, Cy5-IP20 fluorescence polarization; R2B truncated from residue 108, S112A mutant; 0% DMSO only, 100% 113 µM cGMP. activation, % at 11.4 µM. hit rate 0.079% among 340,000;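 active means activation above a cutoff set at the mean over all compounds plus 3 SD, cut at about 18% in these data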;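 further: higher means more holoenzyme dissociation and a rise in polarization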
Target sequence (P31323 whole entry, looked up, other chains not shown, the tested form may be a part): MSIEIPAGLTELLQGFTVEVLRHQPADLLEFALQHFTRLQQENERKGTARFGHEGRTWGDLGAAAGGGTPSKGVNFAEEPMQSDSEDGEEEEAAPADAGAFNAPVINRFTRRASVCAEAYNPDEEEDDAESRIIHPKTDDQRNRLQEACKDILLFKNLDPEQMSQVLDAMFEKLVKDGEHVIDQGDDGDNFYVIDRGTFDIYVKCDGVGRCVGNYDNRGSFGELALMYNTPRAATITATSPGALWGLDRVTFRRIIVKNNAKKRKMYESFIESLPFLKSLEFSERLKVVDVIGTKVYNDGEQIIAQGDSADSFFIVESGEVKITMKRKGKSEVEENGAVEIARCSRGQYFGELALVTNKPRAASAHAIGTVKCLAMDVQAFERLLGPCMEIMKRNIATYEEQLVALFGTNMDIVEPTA
CAL PDZ FP-2: human CAL PDZ-peptide interaction inhibition; hit rate 0.02% among 330,000; inhibition, % at 20 µM; purified CAL PDZ, TMR-peptide fluorescence polarization, 1 h; Q9HD26; AID 504414;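 active means highest replicate inhibition of at least 40%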;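 further: plate controls were DMSO neutral control wells for no effect and unlabeled competitor peptide control wells for full effect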
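Test system: tagged CAL PDZ domain / Buffer or medium: sodium phosphate/NaCl buffer pH 7.4 with TCEP, IgG, Thesit / Reagent: TMR-labelled reporter peptide T*-PRC34 bound in PDZ groove / Compound dosing: single point, 20 µM / Schedule: 1 h incubation at room temperature before polarization reading / Technique: fluorescence polarization (mP) / Benchmarks: unlabelled peptide, DMSO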
LANA DNA inh: inhibitors of KSHV LANA C-terminal domain DNA binding. MBP-C-LANA/FAM-LBS DNA binding, fluorescence polarization. inhibition, % at 9 µM. hit rate 0.078% among 340,000. AID 504423;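 active means highest replicate inhibition at or above 60% at 9 µM, even if other replicates fall short; inactive means all replicates below 60% inhibition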;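 further: 0% = neutral control wells and 100% = 4 µM acridine orange control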
The depositor's hits bear a star; . = not tested or not shown.

SMILES	CAL PDZ FP-1	RTF Ca sens inh	SR-BI DiI-HDL act	Rtt109 HAT inh	RTF Ca sens act	DAGLB inhibitor	Keap1-Nrf2 PPI	PKA-R2B activ	CAL PDZ FP-2	LANA DNA inh
CCOC(=O)CCS(=O)(=O)c1nc(-c2ccccc2)cc(C(F)(F)F)n1	3	-3	9	24	0	-5	-11	6	-0.8	-0.4
Cc1cc(C)cc(C(=O)NCC(=O)OCc2cc([N+](=O)[O-])cc3c2OCOC3)c1	-2	-6	-32	7	-4	0	0	-1	-2.3	1.9
S=c1nc(Cc2ccc(Cl)cc2)[nH]c2ccccc12	0	.	7	-8	.	.	-3	.	0.2	0.2
O=C(Nc1cc(Cl)c(Cl)cc1Cl)c1cccnc1	-3	-4	-19	-3	-4	-2	2	-11	-0.4	1.0
Cc1cc(NC(=O)CCC(=O)N(CCC(C)C)CC(=O)NCC2CCCO2)no1 (centres undefined)	0	-8	11	-11	4	0	-4	3	2.0	-3.0
COC(=O)c1cc2sccc2n1Cc1ccc(C)cc1	-2	-3	-17	-2	-1	-8	0	-4	0.4	-1.8
CCc1nnc(N2C(=N)SCC2=O)s1	1	-2	-2	2	-3	-1	2	10	-0.2	0.8
O=c1oc2ccccc2c(O)c1C=Nc1cccnc1	-6	-11	5	12	-5	1	-14	5	-2.4	-0.5
OCCN=C(c1ccccc1)C12CN3CN(CN(C3)C1)C2	-1	-8	27	-5	1	-1	-2	3	-0.9	-0.5
CCOc1ccc2c(c1)c(N=Nc1cccc(C(=O)O)c1)c(O)n2C	-1	4	1	20	3	16	-2	-7	0.5	0.2
Cc1cc(C)cc(OCc2nc3ncc(Br)cc3[nH]2)c1	-1	-5	28	-10	0	-2	3	8	0.2	2.9
Cn1cc(C(=O)Nc2ccc(Cl)c(Cl)c2)cn1	5	2	-12	0	-4	1	4	0	-2.1	-0.3
Cc1ccc(NC(=O)Nc2c(C)n(C)n(-c3ccccc3)c2=O)cc1	-3	3	10	-11	-1	-3	2	5	-1.0	-0.9
Nc1nc(-c2cccnc2)nc(N2CCCCC2)n1	-4	-14	-4	3	-2	-2	-1	5	-1.1	1.6
C[n+]1c(/C=C/c2ccc3c(c2)OCO3)ccc2ccccc21	-5	-4	0	.	5	3	-8	3	-0.3	-1.5
O=C(NCc1ccco1)c1ccc(COc2ccccc2Cl)cc1	-1	4	-40	1	-2	-9	-2	-12	-1.6	1.1
COc1ccc2[nH]c(C)c(CCNC(=S)Nc3ccc(C)cc3)c2c1	-1	2	-42	2	0	1	-4	-11	-1.4	0.5
Cc1ccc(C)c(OCCC(=O)OCC(=O)NC2CCS(=O)(=O)C2)c1 (centres undefined)	4	2	4	-5	5	0	2	4	-0.1	0.8
CN(C)CCCN(C(=O)c1cc(-c2cccs2)nc2ccccc12)c1nc2ccc(F)cc2s1	-3	1	2	-19	0	-4	-1	-2	-9.7	1.6
CNC(=O)CSc1nc2cccnc2n1C1CCCCC1	2	-6	12	-34	-5	-1	-2	-3	0.2	-2.3
CCNC(=O)c1cccc(NC(=O)C2CC(=O)N(CCc3ccccc3)C2)c1 (centres undefined)	1	-15	-12	-1	5	3	-6	-2	-7.4	3.9
O=C(N/N=C/C(Cl)=C/c1ccccc1)c1ccco1	-29	-16	-12	4	2	1	2	2	-3.5	-1.6
COc1cccc(OC)c1C1=CC(=O)C[C@H](c2ccc3c(c2)OCO3)C1	-4	2	-1	-3	1	-4	-6	-13	-0.9	-0.6
Cn1cc(S(=O)(=O)N2CCc3ccccc32)cc1C(=O)NC(C)(C)C	.	-7	31	1	10	2	-1	0	-0.2	-0.1
OCCN1C2=NCCCN2c2ccccc21	15	-7	-15	-3	2	1	-7	-2	-0.1	-1.7
Cc1ccccc1OCC(=O)OCC(=O)c1ccc[nH]1	1	-6	-3	-3	-6	-1	-3	-7	-1.1	-0.7
COCc1cc(OC)nc(-c2csc(C)n2)n1	.	-2	7	-7	2	2	-6	-12	-0.2	1.4
CCCNC(=O)COC(=O)c1ccccc1C(=O)c1ccc(Cl)c([N+](=O)[O-])c1	5	-5	-24	16	0	3	-1	-16	-2.7	-0.1
COc1ccc(CCNC(=O)c2ccc3c(c2)NC(=O)C(C(C)C)N3)cc1OC (centres undefined)	-5	0	-14	-3	-5	-2	-4	-2	-2.5	0.9
COc1cc(C(Nc2ccc(S(=O)(=O)NCC3CCCO3)cc2)C(=O)NC(C)(C)C)cc(OC)c1OC (centres undefined)	3	0	22	0	-3	0	-5	-3	-1.6	1.9

Entries of single compounds as entered above. Order of values: CAL PDZ FP-1, RTF Ca sens inh, SR-BI DiI-HDL act, Rtt109 HAT inh, RTF Ca sens act, DAGLB inhibitor, Keap1-Nrf2 PPI, PKA-R2B activ, CAL PDZ FP-2, LANA DNA inh
Cc1cc(C)cc(OCc2nc3ncc(Br)cc3[nH]2)c1 as listed: -1, -5, 28, -10, 0, -2, 3, 8, 0.2, 2.9
Cc1ccc(C)c(OCCC(=O)OCC(=O)NC2CCS(=O)(=O)C2)c1 (centres undefined) as listed: 4, 2, 4, -5, 5, 0, 2, 4, -0.1, 0.8

The results go on:
SMILES	CAL PDZ FP-1	RTF Ca sens inh	SR-BI DiI-HDL act	Rtt109 HAT inh	RTF Ca sens act	DAGLB inhibitor	Keap1-Nrf2 PPI	PKA-R2B activ	CAL PDZ FP-2	LANA DNA inh
CCc1ccc(C(=O)NNC(=S)Nc2ccc(S(N)(=O)=O)cc2)s1	-2	-6	12	4	1	0	2	-8	-0.5	2.2
COCCCNC(=S)Nc1ccc2nc3n(c(=O)c2c1)CCCCC3	-1	4	17	-4	-1	0	-1	-2	-0.8	0.5
O=C(O)c1ccc(Cl)c(NC(=S)NC(=O)c2ccccc2[N+](=O)[O-])c1	.	-2	-10	12	-1	1	0	-10	0.3	0.2
COC(=O)c1ccc(OCCN2C3=NCCN3c3ccccc32)cc1	-4	-9	3	-4	1	2	3	-6	-2.6	0.0
CCOc1ncccc1C(=O)NNC(=O)CSc1ccc(Cl)cc1	.	-2	1	-5	-5	-8	-1	0	0.3	-0.2
CCc1ccccc1NC(=O)Cn1nc(C(F)(F)F)c2c1CCC2	5	-3	-6	10	0	-7	0	-10	2.3	-0.6
CN(C)c1ccc(/C=N/NC(=O)CCC(=O)NCc2ccccc2)cc1	-7	1	1	1	-1	1	53*	4	-0.7	5.4
COC(=O)c1ccc(NC(=O)CN2C(=O)CNC2=O)cc1	-5	-3	18	-5	1	-2	1	-11	-1.6	0.0
O=C(Cc1ccc(Br)cc1)Nc1cccc(-c2cn3c(n2)SCC3)c1	-1	-6	-28	5	-2	0	-1	-5	-0.6	0.4
CN(Cc1ccccc1)C(=O)COC(=O)c1cc(Cl)nc(Cl)c1	-4	-6	24	0	3	-5	-1	-3	-1.4	-0.7
COc1cc2c(c(OC)c1OC)C(c1ccccc1C)CC(=O)O2 (centres undefined)	-1	-4	6	-10	-1	-4	0	-8	0.2	-1.5
COc1ccc(Cl)cc1NC(=O)CN(C)C(=O)CCCc1c[nH]c2ccccc12	-2	-5	-20	-2	-2	2	0	-19	-1.3	0.5
Cc1cccc(S(=O)(=O)NNC(=O)c2sc(C)nc2C)c1	-7	2	22	.	-3	0	-7	2	-2.5	-0.1
COc1ccc(NC(=O)[C@H](C)NC(=O)C2CCN(S(=O)(=O)c3ccc(C)cc3)CC2)cc1OC	6	2	33	-1	-3	1	4	-4	-1.0	0.6
C(=N/Nc1cc(N2CCOCC2)nc(N2CCOCC2)n1)/c1ccccc1	0	-1	-76	0	-2	3	-2	12	-4.3	1.4
O=C1c2cccc3cccc(c23)C(=O)N1CCN1CCN(C(=S)Nc2ccc(Cl)cc2)CC1	-6	-12	-68	-5	-3	0	4	-3	0.3	-2.7
Oc1ccc2ccccc2c1C=NC1CCCCC1	-1	-15	-5	4	8	4	-3	9	-1.2	1.6
CC1CCN(S(=O)(=O)c2ccc(C(=O)N3CCOCC3)cc2)CC1	3	-1	-5	4	0	-1	-5	-9	-1.7	-0.6
Cc1nc([N+](=O)[O-])c(Br)n1CC(=O)c1ccc2ccccc2c1	-5	-58	-14	4	16	10	-6	-4	-0.7	-1.8
COc1ccc(NC(=O)c2cc3sccc3n2Cc2ccc(F)cc2)cc1OC	-1	-2	-56	5	1	2	-1	8	0.2	-2.1
CC12CCC(=O)N1C(C(=O)Nc1ccccc1N1CCOCC1)CS2 (centres undefined)	.	2	-2	-3	-4	-3	-2	-11	0.3	0.7
CCc1cccc(NC(=O)c2ccc(NS(=O)(=O)c3c(C)noc3C)cc2)c1	-5	-2	-31	9	-3	5	5	-7	.	0.5
CC(C)(C)NC(=O)NC(=O)COC(=O)CCCc1c[nH]c2ccccc12	.	2	19	7	1	4	7	1	0.4	0.4
CC(C)Sc1nc(-c2ccccc2)cc(=O)[nH]1	-3	-3	-2	1	-2	-2	-2	-8	-1.3	0.0
CCN1CCN(C(=O)c2ccccc2NC(=O)c2ccc(Cl)cc2)CC1	0	0	5	-13	-3	3	0	-14	-0.9	-1.2

Structures above with an aryl methoxy group, in the order listed:
SMILES	CAL PDZ FP-1	RTF Ca sens inh	SR-BI DiI-HDL act	Rtt109 HAT inh	RTF Ca sens act	DAGLB inhibitor	Keap1-Nrf2 PPI	PKA-R2B activ	CAL PDZ FP-2	LANA DNA inh
COc1ccc2[nH]c(C)c(CCNC(=S)Nc3ccc(C)cc3)c2c1	-1	2	-42	2	0	1	-4	-11	-1.4	0.5
COc1cccc(OC)c1C1=CC(=O)C[C@H](c2ccc3c(c2)OCO3)C1	-4	2	-1	-3	1	-4	-6	-13	-0.9	-0.6
COCc1cc(OC)nc(-c2csc(C)n2)n1	.	-2	7	-7	2	2	-6	-12	-0.2	1.4
COc1ccc(CCNC(=O)c2ccc3c(c2)NC(=O)C(C(C)C)N3)cc1OC (centres undefined)	-5	0	-14	-3	-5	-2	-4	-2	-2.5	0.9
COc1cc(C(Nc2ccc(S(=O)(=O)NCC3CCCO3)cc2)C(=O)NC(C)(C)C)cc(OC)c1OC (centres undefined)	3	0	22	0	-3	0	-5	-3	-1.6	1.9
COc1cc2c(c(OC)c1OC)C(c1ccccc1C)CC(=O)O2 (centres undefined)	-1	-4	6	-10	-1	-4	0	-8	0.2	-1.5
COc1ccc(Cl)cc1NC(=O)CN(C)C(=O)CCCc1c[nH]c2ccccc12	-2	-5	-20	-2	-2	2	0	-19	-1.3	0.5
COc1ccc(NC(=O)[C@H](C)NC(=O)C2CCN(S(=O)(=O)c3ccc(C)cc3)CC2)cc1OC	6	2	33	-1	-3	1	4	-4	-1.0	0.6
COc1ccc(NC(=O)c2cc3sccc3n2Cc2ccc(F)cc2)cc1OC	-1	-2	-56	5	1	2	-1	8	0.2	-2.1

Screening results as filed in PubChem.
